Assay outcomes from PubChem.
ERG-DNA inh: ERG Ets/DNA interaction inhibition | fluorescence polarization, His-ERG Ets domain / labelled DNA | Potency, µM (highest dose often 76.9 µM), for inactives: top-dose FP activity, negative = inhibition, actives largely listed as inhibitors | 0.028% of 370,000 active; active = well fitted inhibition curve with a large enough effect in the polarisation, with a control signal flat; inconclusive = small, poorly fitted or top-dose-only effect, or effect the other way, or a change in a side signal; inactive = no such curve, though single readings can be large or run the other way; the % refers to the polarisation;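 note: polarization taken with two DNA probes labelled with fluorescein and Texas red; potency is the fitted concentration of half-maximal effect; % of control where 0% means no effect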
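His-tagged ERG Ets domain (1 uM in the protein solution; 300mM KCl, 50mM Tris-HCl, 1mM EDTA, 1mM DTT, pH 7.5) received compound, then a probe mix of 5 nM fluorescein-DNA and 100nM Texas-615-DNA. Fluorescence polarization was read for both dyes.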
BAZ2B block: BAZ2B (human) inhibition | Potency, µM (titrated, usually from 114 µM), for the others: at the top dose activity change, negative = inhibition, hits mostly inhibitors | Q9UIF8 | 4.4% of 360,000 active | AID 504333 | AlphaScreen BAZ2B-H3K14Ac peptide displacement; note: potency is the fitted concentration of half-maximal effect; % is set by controls: 0 for no effect and ±100 for the full control effect; nearly all actives have a fitted effect of over 60% in size
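Complex of BAZ2B and biotin-H3K14Ac (50 nM apiece) forms over 30 min at RT, then faces library compounds up to 110 uM for another 30 min; AlphaScreen beads added, 20 min dark incubation, luminescence read.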
G9a block: blocks human histone lysine methyltransferase G9a; Q96KQ7; G9a H3K9 monomethylation, AlphaScreen, 2 h; 8.8% of 350,000 active; AID 504332; Potency, µM (titrated, usually from 102 µM), for inactives: top-dose activity, negative = inhibition, usual class: inhibitors; note: potency is the fitted concentration of half-maximal effect; % is set by controls: 0 for no effect and ±100 for the full control effect; nearly all actives have a fitted effect of over 75% in size
Target sequence (Q96KQ7 913-1193 limits assumed): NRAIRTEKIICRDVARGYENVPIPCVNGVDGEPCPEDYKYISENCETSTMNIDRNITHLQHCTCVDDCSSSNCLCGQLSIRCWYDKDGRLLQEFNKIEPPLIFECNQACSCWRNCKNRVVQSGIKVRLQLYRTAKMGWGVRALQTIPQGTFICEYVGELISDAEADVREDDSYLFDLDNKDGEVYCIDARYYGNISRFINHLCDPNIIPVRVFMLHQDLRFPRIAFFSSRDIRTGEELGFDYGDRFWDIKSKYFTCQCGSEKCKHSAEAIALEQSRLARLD
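Quantitative HTS format: methyltransferase activity on a biotin-tagged H3K9 peptide is measured by AlphaScreen, using a rabbit anti-monomethyl-H3K9 antibody with streptavidin donor and anti-IgG acceptor beads. Final levels are 20 nM enzyme, 500 nM peptide, 20 uM SAM; 2 h RT.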
HP1b binding inh: HP1-beta chromodomain-methylated histone interaction inhibition. P83916. AlphaScreen HP1-beta / biotin-H3K9me3 peptide binding. Potency, µM (highest dose often 114 µM), for the others: at the top dose activity change, negative = inhibition, usual class: inhibitors. 0.56% of 390,000 active. AID 540317; note: potency is the fitted concentration of half-maximal effect; nearly all actives have a fitted effect of over 70% in size; inactives centre near 23
Target sequence (P83916 whole entry, looked up): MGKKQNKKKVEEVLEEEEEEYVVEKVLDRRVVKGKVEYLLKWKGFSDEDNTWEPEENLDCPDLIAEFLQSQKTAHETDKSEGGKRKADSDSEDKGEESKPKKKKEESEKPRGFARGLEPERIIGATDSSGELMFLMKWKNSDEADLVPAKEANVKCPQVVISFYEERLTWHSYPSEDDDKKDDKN
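Compound inhibition of the preformed complex between 50 nM HP1-beta and 50 nM biotinylated H3K9me3 peptide was read by AlphaScreen. Buffer was PBS pH 7.4 with 0.01% Tween-20. Incubations ran 30 min at room temperature, with 10 ug/mL donor/acceptor beads.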
Pin1 inh: blocks the human prolyl isomerase Pin1; Pin1 FP peptide displacement, HiFluor488, 10 min; Potency, µM (series often up to 115 µM), for inactives: at the top dose activity, negative = inhibition, actives largely listed as inhibitors; 0.009% of 390,000 active; active = well fitted inhibition curve with a large enough effect in the polarisation, with a control signal flat, not every such curve was filed as active; inconclusive = small, poorly fitted or top-dose-only effect, or effect the other way, or a change in a side signal; inactive = no such curve, though single readings can be large or run the other way; the % refers to the polarisation; note: potency is the fitted concentration of half-maximal effect; % is set by controls: 0 for no effect and ±100 for the full control effect
Target sequence (Q13526 whole entry, looked up): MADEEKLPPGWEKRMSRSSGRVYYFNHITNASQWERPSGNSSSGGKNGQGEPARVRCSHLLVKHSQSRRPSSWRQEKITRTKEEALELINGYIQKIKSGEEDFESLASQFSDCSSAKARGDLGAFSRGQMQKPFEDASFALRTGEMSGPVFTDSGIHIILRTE
PGK inhibitor: T. brucei PGK inhibition. Potency, µM (doses to about 57.5 µM), for the others: at the highest dose activity change, negative = inhibition, usual class: inhibitors. 0.043% of 380,000 active. PGK/GAPDH coupled, Kinase-Glo luminescence, 60 min. P07378; note: potency is the fitted concentration of half-maximal effect; % is set by controls: 0 for no effect and ±100 for the full control effect; nearly all actives have a fitted effect of over 60% in size
Target sequence (P07378 whole entry, looked up): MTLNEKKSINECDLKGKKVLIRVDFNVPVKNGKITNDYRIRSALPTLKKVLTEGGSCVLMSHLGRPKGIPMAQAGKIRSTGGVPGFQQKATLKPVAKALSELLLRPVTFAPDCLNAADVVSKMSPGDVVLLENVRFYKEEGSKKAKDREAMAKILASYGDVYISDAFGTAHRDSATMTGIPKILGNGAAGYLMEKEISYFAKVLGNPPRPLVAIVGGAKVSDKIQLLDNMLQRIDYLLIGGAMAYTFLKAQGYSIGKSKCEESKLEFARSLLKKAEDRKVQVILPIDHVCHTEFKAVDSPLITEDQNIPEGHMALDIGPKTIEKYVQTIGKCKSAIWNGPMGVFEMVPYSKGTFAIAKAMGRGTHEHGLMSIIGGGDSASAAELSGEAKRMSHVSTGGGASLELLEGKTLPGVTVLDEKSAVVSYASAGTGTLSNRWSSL
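Luminescent ATP detection (Kinase-Glo Plus) follows a 60-minute room-temperature incubation, with wells lacking PGK as controls. Buffer: 100 mM TEA (pH 7.6), 5 mM MgCl2, 0.01% Tween-20. Coupling enzyme GAPDH (100 nM final) supplies unstable 1,3-BPG in-well.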
JMJD2A Tudor inh: inhibitors of human JMJD2A Tudor domain | AlphaScreen JMJD2A-Tudor / H3K4me3 peptide binding | O75164 | 4.4% of 390,000 active | Potency, µM (highest dose often 114 µM), for inactives: top-dose activity change, negative = inhibition, usual class: inhibitors; note: potency is the fitted concentration of half-maximal effect; % is set by controls: 0 for no effect and ±100 for the full control effect; nearly all actives have a fitted effect of over 50% in size
GLS inhibitor: inhibitors of human glutaminase (GLS). O94925. GLS enzymatic activity, qHTS titration. Potency, µM (top dose mostly 45.5 µM), for inactives: top-dose activity change, negative = inhibition, hits mostly inhibitors. 0.21% of 410,000 active; note: potency is the fitted concentration of half-maximal effect; % is set by controls: 0 for no effect and ±100 for the full control effect
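Two-point fluorescence kinetic (t0, 30 min RT) for hKGA; glutamate detected via glutamate oxidase–HRP–Amplex Red. Substrate: 1 mM L-glutamine solution; buffer 45 mM KH2PO4, pH 8.2.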
PI4K2A inh: inhibitors of human PI4K2A | Q9BTU6 | purified PI4K2A, ADP-Glo luminescence, 1 h; stronger effect = lower value | activity change, negative = inhibition, % at 76.9 µM | 0.13% of 420,000 active | AID 1346378; in the data active = activity change below about -50%; inconclusive = mostly about -30% to -49%;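 note: -100% = wells without enzyme as full effect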
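Compounds are screened against recombinant PI4K2A using PI as substrate and ATP, the latter dispensed at 300 microM. Reactions run one hour at ambient temperature before ADP-Glo detection; full inhibition defined by wells lacking enzyme.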
* marks the source's active call; other numbers are inactive results; i = inactive; u = inconclusive; x = no result given; [ ] = dose if it differs, or a comment. Unless noted, calls come from the whole dose curve; as a rule, active = well fitted curve in the direction sought with a large enough effect; inconclusive = small, poorly fitted or top-dose-only effect, or another doubt; inactive = no such curve, though single readings can be large; an effect the other way counts as inactive or inconclusive. Rows are unselected, and some 11% of all compounds hit somewhere here.

SMILES	ERG-DNA inh	BAZ2B block	G9a block	HP1b binding inh	Pin1 inh	PGK inhibitor	JMJD2A Tudor inh	GLS inhibitor	PI4K2A inh
COc1ccc(CNC(=O)COC(=O)/C=C/c2ccco2)cc1	7%	u	56µM*	2%	2%	-20%	-9%	-13%	-1
Cc1[nH]c2ccc(F)cc2c1CCN(Cc1ccncc1)C(=S)Nc1cccc(F)c1	2%	x	u	-2%	8%	-9%	u	7%	-5
COc1ccc(S(=O)(=O)c2ccc(O)cc2)cc1	2%	1%	-2%	33%	3%	1%	-6%[57.1 µM]	0%	8
CC(C)NC(=O)C1CCCN(S(=O)(=O)c2ccc3c(ccn3C)c2)C1 (stereo unspecified)	1%	2%	4%[59 µM]	27%[57 µM]	-3%	-1%	-4%	1%	-5
Cc1ccc(S(=O)(=O)CC(c2ccccc2)N2CCCCC2)cc1 (stereo unspecified)	-3%	-13%	50µM*	36%	-4%	-5%	-7%	0%	-3
CN(Cc1ccco1)c1ncnc2ccc(-c3ccc4c(ccn4C)c3)cc12	x	u	8%[12.7 µM]	-9%	18%	-3%	u	7%	-2
CC[C@]12c3[nH]c4ccc(Cl)cc4c3CCN1C(=O)[C@@H](CC(=O)NCc1ccc(OC)c(OC)c1)C[C@@H]2C(=O)N1CCN(C(=O)c2ccco2)CC1	1%	x	x	14%	-5%	-4%	-25%	1%	3
CCCCN(C(=S)Nc1cccc(SC)c1)C1CCN(C(C)=O)CC1	u	-24%	14%[59 µM]	36%	3%	i	-3%	8%	7
CC(C)N(C(=O)COc1ccc(Br)cc1Cl)C(C)C	2%	52%[activator]	45%	43%[activator]	2%	9%	15%	0%	-5
COc1ccc2[nH]c(=O)c(CN(C(C)=O)c3ccc(C)c(C)c3)cc2c1	4%	-6%	17%[0.501 µM]	25%	2%	1%	2%	-10%	4
O=C(Oc1ccccc1)N1CCN(C(=O)c2ccco2)CC1	11%	10%	13%	24%	6%	-2%	-2%	-10%	-3
CCOC(=O)c1ccc(NC(=O)c2c(NCc3ccc(OC)c(OC)c3OC)sc3c2CCC(C)C3)cc1 (stereo unspecified)	-4%	u	-43%[59 µM]	4%	-1%	-3%	u	-6%	-6
COc1cc(NC(=O)CN(c2ccc(C)cc2)S(=O)(=O)c2c(C)nn(C)c2C)cc(OC)c1	0%	-27%	u	43%[activator]	6%	i	-20%	0%	0
CCOc1ccc(/C=N/NC(=O)C(C)N(c2ccc(OC)cc2)S(C)(=O)=O)cc1 (stereo unspecified)	x	0%	12%[59 µM]	13%	-6%	x	-16%	4%	-5
CC(C)c1cc(NCCOCCO)n2c(nc3ccccc32)c1C#N	-6%	6%	9%[0.501 µM]	89%[activator]	0%	x	-7%	-3%	-1
Cc1ccc(S(=O)(=O)NCC(=O)OCC(=O)NC(=O)NC2CCCC2)cc1	-2%	-17%	-18%	19%	-3%	-4%	-15%	-1%	-1
Clc1ccc(NCc2nnc3n2CCCCC3)cc1	10%	8%	3%[2.33 µM]	33%	-10%	1%	-11%	19%	-1
CCCCNC(=O)CSc1nc2cc(OC)c(OC)cc2c(=O)n1Cc1ccc(OC)cc1	4%	-34%	15%[0.501 µM]	3%	-2%	i	-14%	-21%	-2
Cc1cc(C)cc(-n2c(O)c(C=NC3CCS(=O)(=O)C3)c3ccccc3c2=O)c1 (stereo unspecified)	1%	-32%	17%[12.7 µM]	7%	6%	2%	-18%	4%	1
COc1cc(NC(=O)c2cccnc2)c(Cl)cc1NC(=O)c1ccc(Cl)cc1	16%	-6%	x	29%	-8%	-4%	-5%	-8%	2
O=C(Nc1ccc2c(c1)OCO2)c1ccc(NC2CC2)c([N+](=O)[O-])c1	-5%	u	-6%[59 µM]	u	8%	-9%	-30%	-3%	-3
O=C(CSc1nnc(C2COc3ccccc3O2)o1)N1CCOCC1 (stereo unspecified)	-4%	8%	u	37%	-2%	i	6%	1%	-5
O=C(NCc1cccc(Br)c1)c1ccc(NC(=O)N2CCCCc3ccccc32)cc1	-1%	7%	52%[activator][59 µM]	14%	5%	i	-18%	-3%	-2
CCOc1ccccc1NC(=O)c1cc(S(=O)(=O)N2CCOCC2)ccc1C	-9%	-8%	-2%[0.501 µM]	2%	0%	i	-15%	0%	0
CCc1ccc(Nc2cc(C(=O)NCCCN3CCOCC3)c3ccccc3n2)cc1	10%	7%	-7%	49%[activator]	-1%	1%	-9%	4%	2
Cc1ccc(NC(=O)CN2CCc3cc4c(cc3C2)OCCCO4)cc1	7%	-15%	5%	54%[activator]	-2%	4%	-17%	8%	-14
CN(C)C(=O)c1cc(S(=O)(=O)N(C)C)c(Cl)cc1N1CCCC1	-1%	7%	-42%[12.7 µM]	19%	0%	-3%	-22%	8%	-6
O=C(c1cc(=O)[nH]c2ccccc12)N1CCN(Cc2ccc3c(c2)OCO3)CC1	3%	4%	-9%	29%	1%	i	-10%	-9%	1
Cc1ccccc1C(=O)NCC(=O)NCC1(N2CCOCC2)CCCCC1	-7%	13%	-22%	28%	0%	3%	-12%	11%	1
CCCC1CCC(c2nc(-c3cccnc3)no2)CC1 (stereo unspecified)	-1%	139%[activator]	9%[59 µM]	77%[activator]	0%	24%	39%[activator]	3%	2
Nc1ccnc(=O)[nH]1	6%	-2%	16%[59 µM]	37%	1%	-10%	-6%	-12%	5
C/C(=N\N=C(N)N)c1cc(Cl)ccc1Cl	13%	-14%	u	31%	-4%	1%	-3%	-5%	2
COCC(=O)Nc1ccc([N+](=O)[O-])cc1OC	-2%	3%	u	36%	4%	-2%	-2%	5%	1
NS(=O)(=O)c1ccc(NC(=S)NC2CC2)cc1	-2%	-26%	10µM*	-11%	-1%	-7%	-15%	9%	1
O=C(Nc1ccc2c(c1)OCO2)c1cc(-c2ccncc2)nc2ccccc12	9%	u	50µM*	u	-4%	7%	u	5%	-3
CCOC(=O)c1cnn2c(C)cc(-c3ccc(F)cc3)nc12	4%	-1%	-10%[59 µM]	18%	2%	-1%	-2%	0%	-1
CCOC(=O)c1cncc(O)c1	10%	-3%	14%	32%	-1%	8%	3%	0%	-4
COC(=O)c1cc2sc(C)cc2n1Cc1nc(-c2cccc(Br)c2)oc1C	-4%	3%	2%[59 µM]	45%[activator]	1%	x	0%	-2%	1
CCOc1ccccc1OCCCOc1ccc(C)cc1Br	-2%	123%[activator]	x	230%[activator]	1%	i	92%[activator]	5%	3
O=C(CSCCc1ccccn1)Nc1cccnc1	-5%	4%	-27%	20%	-17%	0%	-3%	13%	-4
O=C(NCc1ccncc1)C(=O)Nc1ccc2c(c1)OCO2	17%	u	u	78%[activator]	-3%	-5%	-11%	-8%	4
Cn1c(NC(=O)c2cc(Br)ccc2Cl)cc(=O)n(C)c1=O	-6%	-15%	u	37%	-2%	-2%	0%	-7%	2
O=C(NCC1CCN(Cc2cccc(Cl)c2)CC1)Nc1cc(Cl)ccc1Cl	1%	-14%	u	17%	u	12%	-30%	-11%	-1
CN(CC(=O)Nc1ccccc1Cl)C(=O)COC(=O)CCN1C(=O)C2CC=CCC2C1=O (stereo unspecified)	1%	4%	-43%[0.501 µM]	44%[activator]	-8%	1%	3%	7%	1
Nc1nc(SCC(=O)Nc2cc(Cl)ccc2Cl)n[nH]1	6%	x	x	24%	5%	-1%	-6%	10%	1
COc1cc(NC(=O)c2cn(C3CCCC3)c(=O)c3c2c2ccccc2n3C)cc(OC)c1OC	6%	-28%	u	2%	15%	2%	-18%	2%	-2
CCCCn1c(-c2csc(CC)c2)n[nH]c1=S	-5%	-36%	1.8µM*	-19%	6%	-6%	40µM*	u	4
CCCC1=C(C(=O)OCC)C(c2ccco2)C(C#N)=C(N)O1 (stereo unspecified)	-3%	-13%	u	15%	0%	4%	-23%	20%	1

Limited to Pin1 inh, PI4K2A inh and G9a block, for some of the entries so far:
smiles | Pin1 inh | PI4K2A inh | G9a block
Nc1nc(SCC(=O)Nc2cc(Cl)ccc2Cl)n[nH]1 | 5% | 1 | x
COc1cc(NC(=O)c2cn(C3CCCC3)c(=O)c3c2c2ccccc2n3C)cc(OC)c1OC | 15% | -2 | u
CCCCn1c(-c2csc(CC)c2)n[nH]c1=S | 6% | 4 | 1.8µM*

More compounds
SMILES	ERG-DNA inh	BAZ2B block	G9a block	HP1b binding inh	Pin1 inh	PGK inhibitor	JMJD2A Tudor inh	GLS inhibitor	PI4K2A inh
Cn1cnnc1SCC(=O)N/N=C/c1ccc(OCC(N)=O)cc1	0%	-2%	5%	14%	-3%	3%	4%	-7%	-4
Cc1cc(C)c(OCC(=O)Nc2nnc(-c3ccco3)o2)c(C)c1	-14%	1%	-9%	29%	0%	4%	-10%	11%	-1
COC(=O)[C@@]12CCCCN1[C@H](c1ccc(-c3ccc(F)cc3)cc1)[C@H]1C(=O)N(C)C(=O)[C@H]12	12%	x	x	27%	15%	0%	-13%	10%	0
Cc1ccccc1NC(=O)c1c(C)[nH]c(=S)c(C#N)c1-c1ccc(Cl)cc1	-2%	-4%	u	18%	u	3%	-6%	0%	-3
Cc1ccc(C)c(N2CCN(C(=O)NCc3noc4ccc(C)cc34)CC2)c1	5%	-20%	-8%[59 µM]	26%	0%	9%	-4%	7%	-2
CSc1ccc(CN(C)CC(=O)Nc2ccc(C)cc2Br)cc1	-3%	24%	33%[59 µM]	60%[activator]	10%	-7%	29%	26%	-10
